# CHT inh: inhibitors of human choline transporter CHT; CHT-expressing cells, membrane potential dye, choline response; active compounds read low; B-score at 10 µM; 310,000 tested, 0.86% active; AID 488975, 2010;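 active = B-score over 3 SD under the library average, and starting fluorescence ratio not unusually high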;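 also: choline stimulus applied at its EC90 after an EC20 pre-addition; B-score computed on integrated fluorescence ratio after choline addition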
# Target sequence (Q9GZV3 whole entry, looked up): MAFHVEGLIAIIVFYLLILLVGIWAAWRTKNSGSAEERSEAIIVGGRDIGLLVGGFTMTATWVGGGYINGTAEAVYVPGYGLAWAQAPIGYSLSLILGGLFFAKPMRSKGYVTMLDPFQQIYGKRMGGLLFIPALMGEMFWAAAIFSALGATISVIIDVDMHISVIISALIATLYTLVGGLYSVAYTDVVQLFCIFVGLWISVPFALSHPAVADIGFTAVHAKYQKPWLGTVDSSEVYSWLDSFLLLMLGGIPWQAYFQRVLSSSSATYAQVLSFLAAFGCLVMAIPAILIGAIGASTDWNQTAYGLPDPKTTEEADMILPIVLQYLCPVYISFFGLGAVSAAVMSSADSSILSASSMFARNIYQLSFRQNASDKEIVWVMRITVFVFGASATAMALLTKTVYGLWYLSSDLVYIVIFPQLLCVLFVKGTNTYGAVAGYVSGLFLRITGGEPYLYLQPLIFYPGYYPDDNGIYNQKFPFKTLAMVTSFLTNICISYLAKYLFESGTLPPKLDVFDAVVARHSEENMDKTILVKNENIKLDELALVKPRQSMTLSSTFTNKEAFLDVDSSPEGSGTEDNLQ
# CHT PAM: CHT positive allosteric modulators, primary screen, cell-based, membrane potential dye, choline EC20; High affinity choline transporter 1 (Homo sapiens), Q9GZV3; CHT-expressing cells; active compounds read high; LV-AA mutant CHT in HEK293 cells; B-score at 10 µM; 310,000 tested, 0.49% active; AID 488977, 2010;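 active = initial fluorescence not abnormally high and integrated response B-score, plate-corrected, over 3 SD above library mean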
# Active calls of the source: *; i = inactive.
# A first look (4 entries):
# Each structure is followed by: CHT inh, CHT PAM
CC(C)CNC(=O)c1ccccc1NC(=O)c1ccc(CSc2ccccc2)cc1
→ i, i
O=C(NCC1CCCO1)c1ccc2c(=O)n(CC3CCCO3)c(=S)[nH]c2c1 (centres undefined)
→ i, i
CCC(=O)c1ccc(OCC(=O)OCC(=O)Nc2sccc2C(N)=O)cc1
→ i, i
Cc1cccc(C)c1OCCN1CCOCC1
→ i, i

# Results, previewed entries included:
# Each structure is followed by: CHT inh, CHT PAM
CC(C)CNC(=O)c1ccccc1NC(=O)c1ccc(CSc2ccccc2)cc1
→ i, i
O=C(NCC1CCCO1)c1ccc2c(=O)n(CC3CCCO3)c(=S)[nH]c2c1 (centres undefined)
→ i, i
CCC(=O)c1ccc(OCC(=O)OCC(=O)Nc2sccc2C(N)=O)cc1
→ i, i
Cc1cccc(C)c1OCCN1CCOCC1
→ i, i
Cc1cc(C)nc(/N=c2/ssnc2Cl)c1
→ i, i
Cc1ccccc1OCCNc1cc(N2CC(C)NC(C)C2)ccc1[N+](=O)[O-] (centres undefined)
→ i, i
O=C(CCNC(=O)c1ccc(Cl)cc1)Nc1ccccc1N1CCCC1
→ i, i
CC(C)c1nc(C#N)c(N2CCOCC2)o1
→ i, i
O=C(c1ccccc1Cl)N1CCn2c1nc1ccccc12
→ i, i
COc1cccc(N2CCN(C(=O)c3cc4c(s3)-c3ccccc3OC4)CC2)c1
→ i, i
CCc1cccc(C)c1N=Cc1c(O)c2ccccc2oc1=O
→ i, i
N#C/C(=C\c1ccc(OC(=O)c2ccc(Br)s2)cc1)c1nc2ccccc2[nH]1
→ i, i
COc1ccc(CCC(=O)Nc2nc(C)c(C(=O)N(C)C)s2)cc1
→ i, i
CCOC(=O)C1CCN(C(=O)CN2C(=O)CSc3ccc(S(=O)(=O)N4CCOCC4)cc32)CC1
→ i, i
CS(=O)(=O)N1CCN(c2ccccc2NC(=O)c2ccc3c(c2)OCCO3)CC1
→ i, i

# Each structure is followed by: CHT inh, CHT PAM
Cn1sc(=O)c2cc(S(=O)(=O)NC3CC3)ccc21
→ i, i
COc1ccc(C(C)=O)cc1COc1cccc2cccnc12
→ i, i
CCOC(=O)NC(=O)COC(=O)c1ccc(O)cc1
→ i, i
O=C(Cc1ccc(F)cc1)N/N=C/c1ccc(-c2ccc(Cl)c(C(=O)O)c2)o1
→ i, i
O=[N+]([O-])c1ccc(N2CCCC2)nc1N1CCCC1
→ i, i
N#Cc1c2n(c(=S)n(-c3ccc(OC(F)F)cc3)c1=O)CCCCC2
→ i, i
CCN(c1ccccc1)S(=O)(=O)c1cc(C(=O)Oc2ccc3c(C)cc(=O)oc3c2)ccc1C
→ i, i
Cc1cccc(C(=O)Nc2nnc(-c3ccncc3)o2)c1
→ i, i
COCCn1c(SCC(=O)Nc2cc(C)on2)nc2c(c1=O)SCC2
→ i, i
O=C1Nc2cc(Cl)c(Cl)cc2N(O)N1c1cc(Cl)cc(Cl)c1
→ i, i
COc1cc(S(=O)(=O)NCc2cccnc2)c(OC)cc1Br
→ i, i
COc1cc(CCCN2C(N)=NC[C@H]2Cc2ccc(O)cc2)cc(OC)c1OC
→ i, i
COc1ccc(C(=O)OC(C)C(=O)NC(C)CCc2ccccc2)cc1OC (centres undefined)
→ i, i
CN(C)c1cc[n+](CC(=O)c2ccc(Br)cc2)cc1
→ i, i
CC(=O)c1sc(NC(=O)COc2ccc(Br)cc2)nc1C
→ i, i

# Each structure is followed by: CHT inh, CHT PAM
O=C(CCCC(=O)N(CC(=O)NC1CCCCC1)c1ccccc1F)Nc1ccccn1
→ i, i
COC(=O)[C@H]1C[C@@H]1[C@H](NC(=O)OCc1ccccc1)c1ccccc1
→ i, i
CC(C)(C)c1ccc(Cn2ccc(-c3ccc4c(c3)OCO4)n2)cc1
→ i, i
COC(=O)c1ccc(-c2cc(CC3(C(=O)OC)CCN(C(=O)OC(C)(C)C)CC3)on2)cc1
→ i, i
COc1ccc(C)cc1S(=O)(=O)N1CCN(c2ccccc2)CC1
→ i, i
Cc1ccccc1-n1nc(C)c2c1N=C1C(Cl)=CC(Cl)=CN1C2c1ccc(C(=O)O)cc1 (centres undefined)
→ i, i
Nc1ccc(Sc2nnnn2-c2ccccc2)c(Cl)c1
→ i, i
CCc1ccccc1NC(=O)Nc1cccc(F)c1
→ i, i
CCN(CC)c1nc(Nc2ccccc2)nc(Oc2ccc(=O)[nH]n2)n1
→ i, i
Clc1ccccc1-c1nnc2sc(-c3ccc(Br)o3)nn12
→ i, i
COc1ccc(NC(=S)N/N=C2\CC(C)(C)Oc3ccc(OC)cc32)cc1
→ i, i
COc1cc(C2SCC(=O)N2CCc2ccc(OC)c(OC)c2)ccc1O (centres undefined)
→ i, i
CC(NC(=O)COC(=O)c1ccc(N(C)C)cc1)c1ccccc1 (centres undefined)
→ i, i
CC(NC(=O)c1cccs1)C1CCCO1 (centres undefined)
→ i, i
S=C1NCN(Cc2ccco2)CN1
→ i, i

# Each structure is followed by: CHT inh, CHT PAM
CN(CCN1CCOCC1)Cc1nc(-c2ccccc2)no1
→ i, i
CCOC(=O)c1cccc(C(=O)OCC)n1
→ i, i
Cc1csc(SCc2nc3scc(-c4ccccc4)c3c(=O)[nH]2)n1
→ i, i
c1ccc(CNCCN2CCNCC2)nc1
→ i, i
CC(=O)Nc1cccc2ncccc12
→ i, i
O=C(COC(=O)c1cc([N+](=O)[O-])ccc1N1CCOCC1)Nc1c(Cl)cccc1Cl
→ i, i
Cc1ccc(Cl)cc1NC(=O)[C@@H]1CCC(=O)N1C1OC(=O)c2ccccc21 (some centres undefined)
→ i, i
O=S(=O)(c1ccc(F)c2ccccc12)N1CCCCC1
→ i, i
CC(C)Oc1ccc(OCCn2c(=S)[nH]c3c(N)ncnc32)cc1
→ i, i
CCSc1nnc(NC(=O)COc2ccccc2[N+](=O)[O-])s1
→ i, i
Cn1c(=O)[nH]c(=O)c2c1nc(NN)n2CCOc1ccccc1
→ i, i
O=C(COc1ccccc1)Nc1cccc(-c2nnc(-c3ccccc3)o2)c1
→ i, i
Clc1cccc(CSc2ncn(-c3ccccc3)n2)c1
→ i, i
CC(C)(C)c1ccc(S(=O)(=O)N2CCN(c3ccccn3)CC2)cc1
→ i, i
O=C(Nc1ccc(Cl)cc1F)C1CC1
→ i, i

# Each structure is followed by: CHT inh, CHT PAM
CC(C)C(=O)Nc1ccc2oc(-c3cc(F)c(F)cc3Cl)nc2c1
→ i, i
Cc1ccc(C)c(OCC(O)CN2CCN(CCN3C(=O)c4cccc5cccc(c45)C3=O)CC2)c1 (centres undefined)
→ i, i
COc1ccccc1-c1cc(C(=O)Nc2c(F)cc(F)cc2Br)no1
→ i, i
COc1ccccc1C(=O)NCCC(=O)Nc1ncccc1O
→ i, i
CN(CC(=O)Nc1cccc(S(=O)(=O)N2CCOCC2)c1)CC(=O)Nc1ccc(Cl)c(C(F)(F)F)c1
→ i, i
O=C(CNC(=O)c1cccc(F)c1)N/N=C/C=C/c1ccccc1
→ i, i
COc1nc(Nc2cccc(F)c2)nc(OC)n1
→ i, i
CC(C)NC(=O)c1c(CSc2ccccc2)noc1C(=O)NCc1ccccc1
→ i, i
COc1cc2c(cc1N/C=C(\C#N)c1nc(-c3ccc(F)cc3)cs1)oc1ccccc12
→ i, i
COc1cc(NC(=O)Cn2c(=O)n(CC3CCCO3)c(=O)c3ccccc32)cc(OC)c1 (centres undefined)
→ i, i
COc1ccc(C2(C)NC(=O)N(CC(=O)c3ccc4c(c3)OCO4)C2=O)cc1 (centres undefined)
→ i, i
COc1ccc(NC(=O)CN(C)C(=O)c2ccc3c(c2)S(=O)(=O)N=C2CCCCCN23)cc1
→ i, i
CC1=CC(C)(C)Nc2ccc(OC(=O)C(Cc3ccccc3)N3C(=O)C4CCCCC4C3=O)cc21 (centres undefined)
→ i, i
CCOc1ccc(NC(=O)c2cc3n(n2)C(C(F)(F)F)CC(c2ccco2)N3)cc1 (centres undefined)
→ i, i
CC1(C(=O)N2CCC(CC3CC(c4ccc(Cl)cc4)=NO3)(C(=O)NCC3CCCCC3)CC2)CC1 (centres undefined)
→ -5.2*, i

# Each structure is followed by: CHT inh, CHT PAM
Cc1c(Cc2ccccc2)c(=O)oc2cc(OCC(=O)N3CCC(C(N)=O)CC3)ccc12
→ i, i
COc1cccc(C2C(C(N)=O)=C(C)Nc3nc(-c4cccc(Cl)c4)nn32)c1 (centres undefined)
→ i, i
CCN1C(=O)N[C@@H](c2ccc(Br)cc2)C(C(=O)OC)=C1C
→ i, i
CC1COC(c2cccn2Cc2ccccc2Cl)=N1 (centres undefined)
→ i, i
Cc1c(OCC(=O)NCCCN2CCOCC2)ccc2c(-c3ccccc3)cc(=O)oc12
→ i, i
COC(=O)c1ccc(Oc2c(C)oc3c(CN4CCN(C)CC4)c(O)ccc3c2=O)cc1
→ i, i
COC(=O)c1cc(NS(=O)(=O)c2ccc3c(c2)CCC(=O)N3)cc(C(=O)OC)c1
→ i, i
COc1ccc(-n2c(SCC3CNC(=O)O3)nnc2-c2ccc(Cl)cc2)cc1 (centres undefined)
→ i, i
CC(O)CNc1ccc(-c2n[nH]c(=O)c3ccccc23)cc1[N+](=O)[O-] (centres undefined)
→ i, i
CNC(=O)NC(=O)C(C)OC(=O)CCCSc1nc2ccccc2s1 (centres undefined)
→ i, i
O=C(Nc1nn[nH]n1)c1ccc(S(=O)(=O)N2CCCCC2)cc1
→ i, i
CCOc1ccccc1N1CCN(C(=O)c2cc3cc(OC)ccc3[nH]2)CC1
→ i, i
COc1ccc([C@@H]2[C@@H]3C(=O)N(C(C)(C)C)C(=O)[C@@H]3[C@]3(CC(C)C)C(=O)N(c4cccc(Br)c4)C(=O)N23)cc1
→ i, i
S=c1[nH]c(-c2ccccc2)cn1-c1ccccc1
→ i, i
O=[N+]([O-])c1cccc(NNS(=O)(=O)c2ccccc2F)c1
→ i, i

# The last 6 records of the part before come first, to join the parts:
# Each structure is followed by: CHT inh, CHT PAM
CNC(=O)NC(=O)C(C)OC(=O)CCCSc1nc2ccccc2s1 (centres undefined)
→ i, i
O=C(Nc1nn[nH]n1)c1ccc(S(=O)(=O)N2CCCCC2)cc1
→ i, i
CCOc1ccccc1N1CCN(C(=O)c2cc3cc(OC)ccc3[nH]2)CC1
→ i, i
COc1ccc([C@@H]2[C@@H]3C(=O)N(C(C)(C)C)C(=O)[C@@H]3[C@]3(CC(C)C)C(=O)N(c4cccc(Br)c4)C(=O)N23)cc1
→ i, i
S=c1[nH]c(-c2ccccc2)cn1-c1ccccc1
→ i, i
O=[N+]([O-])c1cccc(NNS(=O)(=O)c2ccccc2F)c1
→ i, i
CCCN(CCC)C1CC(=O)N(Cc2ccccc2)C1=O (centres undefined)
→ i, i
CN1CCN(c2ccc(Cl)cc2NS(=O)(=O)c2ccccc2Cl)CC1
→ i, i
O=C(O)[C@H](Cc1ccccc1)N1C(=O)c2ccncc2C1=O
→ i, i
Cc1cc(C(=O)O)sc1C
→ i, i
c1ccc2c(c1)c1c3n2CCNC3CCC1 (centres undefined)
→ i, i
CN(C)S(=O)(=O)Oc1cc(Cl)ccc1C(=O)Nc1ccc(F)cc1F
→ i, i
CC(C)=N/N=C1/NC(=O)C(Cc2ccccc2)S1 (centres undefined)
→ i, i
Cc1noc(C)c1COC(=O)C1CCN(S(=O)(=O)c2c(Cl)cccc2Cl)CC1
→ i, i
COc1cc(C(=O)OCC(=O)NCCCc2ccccc2)ccc1OCC(C)C
→ i, i
COc1cccc(-c2cc3nc(-c4ccccc4)cc(N4CCCC(O)C4)n3n2)c1 (centres undefined)
→ i, i
Clc1ccccc1Cn1c(/C=C/c2ccco2)nc2ccccc21
→ i, i
c1ccc(CCNc2ncnc3nc[nH]c23)cc1
→ i, i
COc1ccccc1-n1c(SCC(=O)NC2CCCCC2)nc2c(c1=O)SCC2
→ i, i
CC(C)OC(=O)CSc1nnc2c(n1)[nH]c1ccc(F)cc12
→ i, i
CC(=O)C1=C(C)NC(=O)NC1c1cccc([N+](=O)[O-])c1O (centres undefined)
→ i, i

# Each structure is followed by: CHT inh, CHT PAM
CC(C)C[C@H](NC(=O)N1CCN(c2ccccc2)CC1)C(=O)O
→ i, i
N#Cc1c(-c2ccc(F)cc2)nc(-c2ccccc2)[nH]c1=O
→ i, i
CC(=O)c1cc(-c2ccccc2)n(CCC(=O)NC2CCCCCC2)c1C
→ i, i
O=C(CC1Nc2ccccc2NC1=O)Nc1ccccc1NC(=O)CC1Nc2ccccc2NC1=O (centres undefined)
→ i, i
O=C(Cn1c(=O)sc2ccccc21)Nc1ccc(S(=O)(=O)N2CCCCC2)cc1
→ i, i
CCOCCCNc1nc(-c2ccccc2)nc2ccccc12
→ i, i
Cc1ccc(C(=O)ONc2ccc(N=NC(=O)c3ccccc3O)cc2)cc1
→ i, i
Cc1[nH]c2ccccc2c1C(=O)CSc1nc2ccccc2[nH]1
→ i, i
Cn1cccc1/C=C1\CCC/C(=C\c2cccn2C)C1=O
→ i, i
CC1CCCC(NC(=O)CCNC(=O)c2ccc(Br)cc2)C1C (centres undefined)
→ -5.1*, i
CC1=CC(c2ccccc2)n2nnnc2N1 (centres undefined)
→ i, i
CC(C)CNC(=O)C(=O)N/N=C/c1cccs1
→ i, i
CC(C)(C)c1ccc(COC(=O)CN2C(=O)NC3(CCCC3)C2=O)cc1
→ i, i
CCCc1nc(SCC(=O)N2CCc3ccccc3C2)c2ccccc2n1
→ i, i
COc1ccc(C/C(C)=N/NC(=S)Nc2ccc(Cl)cc2)cc1
→ i, i

# Each structure is followed by: CHT inh, CHT PAM
N#CC1=C(N)Oc2cc(N)ccc2C1c1cccc(Br)c1 (centres undefined)
→ i, i
Cc1ccccc1OCCSc1nnc(C)n1-c1ccccc1
→ -5.2*, i
CC(=O)N(c1cccc(Br)c1)C1C=CS(=O)(=O)C1 (centres undefined)
→ i, i
CCN1CCC[C@H]1CNC(=O)c1c(OC)ccc(Br)c1OC
→ i, i
Cc1ccccc1N/C(=C(/C(Cl)=C(Cl)Cl)[N+](=O)[O-])n1nnc2ccccc21
→ i, i
COc1cc(NC(=S)Nc2ccccn2)c(OC)cc1Cl
→ i, i
CC(/C=N/n1c(-c2n[nH]c3c2CCC3)n[nH]c1=S)=C\c1ccco1
→ i, i
